# Assay outcomes: PubChem, several laboratories
# NOD1 NF-kB reporter: NOD1 signaling inhibitors, primary screen, cell-based, luminescence, uHTS (AID 1578); NOD1-driven NF-kB luciferase reporter cells, luminescence; higher % means a stronger effect; one-dose inhibition, % at 4 µM; EC50 in µM for titrated hits; 1% of 290,000 active; in the data active = inhibition mostly above about 36%, no sharp cut-off; inactive = mostly below about 34%;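 note: HEK-293T reporter cells stimulated with the NOD1 agonist gamma-tri-DAP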
# NOD2 inhibition: NOD2 signaling inhibitors, cell-based, luminescence, uHTS, HEK293 (AID 1566) | HEK293 NOD2/NF-kB luciferase reporter, luminescence; higher % means a stronger effect | inhibition, % at 4 µM, or EC50 in µM where a hit was titrated | 0.63% of 290,000 active; note: many of its hits are not listed in these tables
# AID2073: disruptors of CaV2.2 binding to Mint1 – biochemical, HTRF (AID 2073); HTRF protein-protein interaction, Mint1-CaV2.2; higher % means a stronger effect; inhibition, % at 20 µM, or IC50 in µM where a hit was titrated; 0.19% of 290,000 active; in the data active = inhibition mostly above about 51%, no sharp cut-off; inconclusive = no clear call, values can overlap the other calls; inactive = mostly below about 53%; note: some results filed as inactive read as strong as hits
# West Nile virus CPE: inhibition of WNV-induced cytopathic effect – cell-based, CPE readout (AID 1621). West Nile virus-infected cells, CPE inhibition; higher % means a stronger effect. CPE inhibition, % at 10 µM; hits with a dose series show IC50 in µM. 0.02% of 290,000 active; in the data active = a potency from the dose series; inconclusive = CPE inhibition mostly from about 3.7% at the one dose, without a potency; inactive = the rest, 99 in 100 with CPE inhibition below about 2.2%; note: strong numbers were not always called active
# KOR beta-arrestin-1: KOR antagonists, beta-arrestin recruitment, cell-based, luminescence, uHTS (AID 1778) | KOR beta-arrestin recruitment, luminescence, antagonist mode; higher % means a stronger effect | one-dose inhibition, % at 10 µM; IC50 in µM for titrated hits | 0.091% of 290,000 active; note: strong numbers were not always called active
# HIV fusion peptide: inhibitors of HIV fusion peptide binding, primary screen, biochemical, uHTS, fluorescence dequenching (AID 1986); 0.3% of 290,000 active; one-dose inhibition, % at 20 µM; IC50 in µM for titrated hits; cell-free peptide binding, fluorescence dequenching, 30 min; higher % means a stronger effect; in the data active = inhibition mostly above about 52%, no sharp cut-off; inactive = mostly below about 76%; note: some results filed as inactive read as strong as hits
# KOR beta-arrestin-2: KOR agonists, beta-arrestin recruitment, primary screen, cell-based, luminescence, uHTS (AID 1777); 0.02% of 280,000 active; KOR beta-arrestin recruitment, luminescence; higher % means a stronger effect; one-dose activation, % at 10 µM; EC50 in µM for titrated hits; in the data active = activation above about 50%, passing the limit was not always enough; note: a part of the inactive calls stands beside numbers as strong as those of hits
# Yfh1-off respiration: enhancers of respiration in Yfh1-depleted yeast, dose response, Friedreich's ataxia, plus single-dose screen (AID 1465); S. cerevisiae Yfh1-off respiration, WST-1 reduction, 72 h; higher fold induction means a stronger effect; one-dose fold induction at 50 µM; EC50 in µM for titrated hits; 0.074% of 220,000 active;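 active = fold induction of absorbance versus untreated yeast above a set limit, then at least 30% activation at any dose in follow-up; inconclusive = repeats straddling the limit, or above it without dose testing; inactive = fold induction below the set limit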;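 note: activators that raise dye reduction in frataxin-depleted yeast; strong numbers were not always called active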
# Dengue-2 NS5 capping: flavivirus cap methylation enzyme inhibition – biochemical, confirmation dose response, primary screen (AID 588689); Dengue-2 NS5 methyltransferase capping enzyme assay, biochemical; higher % means a stronger effect; one-dose inhibition, % at 25 µM; IC50 in µM for titrated hits; 0.3% of 340,000 active; in the data active = a potency from the dose series; inconclusive = inhibition above about 29% without an active follow-up result
# Dengue-2 NS5 capping pilot replicate: further read-out of Dengue-2 NS5 capping, marked with its call; inhibition, %; measured here: pilot screen replicate inhibition
# * marks the source's active call; other numbers are inactive results; i = inactive; ? = inconclusive; . = not tested or not shown; [ ] = another dose, or the depositor's remark. Cut-off read from the data, not from the text of the source, unless noted: active = inhibition above about 50%; inactive = the rest.
SMILES,NOD1 NF-kB reporter,NOD2 inhibition,AID2073,West Nile virus CPE,KOR beta-arrestin-1,HIV fusion peptide,KOR beta-arrestin-2,Yfh1-off respiration,Dengue-2 NS5 capping,others
CCOC(=O)C1(Cc2cccc(OC)c2)CCCN(C(=O)c2ccccc2C)C1 (configuration not stated),4%,-40%,14%,13%,6%,-3.4%,1.4%,i,0%,
CCc1nnc(NS(=O)(=O)c2ccc(NC(=O)c3cc(Cl)ccc3OC)cc2)s1,1%,1%,13%,0.2%,-18%,21%,-3.9%,.,4%,
COc1ccc(-c2nc3ccccc3c(=O)n2CCOc2ccccc2C)cc1,-37%,0%,5%,-0.3%,-12%,-1.3%,4.2%,i,12%,
COCc1cc(C)c(C#N)c(=S)[nH]1,6%,-2%,-48%,0.1%,-10%,-0.1%,3.8%,i,-31%,
O=C(NCc1ccccc1Cl)C1CCCN(c2ncnc3c2nc2n3CCCCC2)C1 (configuration not stated),-7%,19%,11%,1.2%,-27%,-0.6%,2.5%,.,11%,
O[C@@H]1CN(Cc2ccc(-n3cccn3)cc2)CC[C@H]1N1CCN(c2ccccc2F)CC1,11%,37%,1%,-2.0%,14%[20 µM],-1.3%,0.7%,.,0%,
CCCCOC(=O)CCn1c(=S)oc2ccccc21,-22%,-2%,6%,-0.2%,1%,1.0%,-0.1%,i,2%,
COc1cc([N+](=O)[O-])ccc1NC(=O)CN1CCN(C(=O)c2ccco2)CC1,-20%,21%,-10%,-0.6%,-9%[20 µM],-0.9%,.,i,-1%,
CCN(CCCNC(=O)CNC(=O)Cn1cnc2ccccc2c1=O)c1cccc(C)c1,-16%,12%,2%,-0.3%,-11%,-1.1%,-0.3%,i,-8%,
COC(=O)c1cc(S(=O)(=O)N2CCN(Cc3ccccc3)CC2)c[nH]1,0%,17%,-3%,-0.1%,-16%,0.1%,-5.6%,.,-3%,
O=C1C2CC=CCC2C(=O)N1Nc1ccccc1 (configuration not stated),14%,-13%,8%,-0.2%,22%,-1.1%,-6.3%,i,1%,
O=C(c1cnccn1)N1CCN(c2ccccc2)CC1,0%,19%,7%,.,-7%,-2.5%,4.7%,.,1%,
O=C(NCc1cccs1)c1ccc2c(c1)OCCO2,-39%,-15%,1%,0.2%,3%,0.9%,-3.4%,i,-7%,
Cc1ccc(C)c(N(C(=O)CNC(=O)c2ccco2)C(C(=O)NC2CCCCC2)c2cccnc2)c1 (configuration not stated),-25%,-5%,-14%,-0.9%,-23%,1.3%,-1.1%,.,-6%,
O=c1[nH]c(Nc2nc3ccccc3o2)nc2c1CCCC2,33%,-172%,2%,-0.3%,5.3µM*,-1.2%,3.8%,i,-3%,
CCOC(=O)C1CCN(C(=O)CC2(CC(=O)O)CCCC2)CC1,-10%,1%,0%,0.3%,29%,-1.1%,-2.0%,.,-2%,
Oc1cccc(C=Nc2cccc3ccccc23)c1O,-26%,-3%,-2%,0.6%,-41%,36%,1.2%,.,-6%,Dengue-2 NS5 capping pilot replicate=-3.1
CC(=O)Nc1ccc(C(=O)NNC(=O)c2cc([N+](=O)[O-])cc([N+](=O)[O-])c2)cc1,-18%,0%,4%,-0.2%,10%[20 µM],-1.2%,-4.6%,i,-4%,
COC(=O)CNc1n[nH]c(=S)[nH]c1=O,-12%,14%,2%,.,17%,-2.5%,-4.2%,.,.,
CC1(C)N=C(N)N=C(N)N1c1ccccc1,-5%,16%,-7%,0.3%,21%,2.8%,-1.9%,i,7%,
COc1ccccc1NC(=O)CCc1nc2ccccc2s1,-13%,-4%,-11%,0.4%,16%,-1.1%,-3.1%,i,-6%,
COc1ccccc1NC(=O)COC(=O)c1cnccn1,-2%,18%,-9%,0.4%,-15%,-0.8%,0.0%,i,-11%,
CCCCCSc1nnc(C)c(=O)[nH]1,12%,8%,-6%,0.0%,-39%,-0.6%,3.3%,i,-6%,
Cc1ccc(S(=O)(=O)N(C)c2ccccc2C(=O)NC2CCCC2)cc1,-15%,0%,-1%,-1.1%,.,2.1%,-3.3%,i,-1%,
O=C(NCCCN1CCOCC1)c1cc(-c2ccccc2F)no1,-61%,-3%,5%,-0.7%,-20%,1.1%,4.5%,.,-5%,
SMILES,NOD1 NF-kB reporter,NOD2 inhibition,AID2073,West Nile virus CPE,KOR beta-arrestin-1,HIV fusion peptide,KOR beta-arrestin-2,Yfh1-off respiration,Dengue-2 NS5 capping,others
CCCCC1CCC(C(=O)N(C)CC(=O)Nc2cccc(F)c2)CC1 (configuration not stated),-31%,0%,5%,-1.6%,-16%,1.8%,5.9%,.,12%,
CCOc1cc(-c2nc3n(c(=O)c2C#N)CCS3)ccc1O,-10%,17%,-3%,-0.3%,-17%,-0.7%,-3.7%,.,-3%,
Cc1cccc(C)c1NC(=O)C1CC(=O)N(C(C)C)C1 (configuration not stated),2%,1%,5%,-0.5%,7%,-0.7%,-1.6%,i,-1%,
Cc1ccc2nc(NC(=S)NC(=O)c3ccco3)sc2c1,-65%,-119%,-2%,-0.8%,4%,27%,9.8%,i,1%,
COc1ccc(-c2nnc(SCC(=O)Nc3cc(C)on3)n2N)cc1OC,-23%,-8%,-1%,0.4%,22%,35%,7.2%,i,3%,
Cc1ccc(NC2=C(N3CCCCC3)C(=O)c3ccccc3C2=O)cc1,22%,8%,-4%,1.4%,8%,-0.5%,-5.2%,i,0%,
CCOc1ccc(Nc2ccnc3cc(Cl)ccc23)cc1,6%,23%,8%,-0.1%,19%,-0.3%,-3.6%,.,-3%,
Cc1cccc(CC2S/C(=N/c3ccccn3)NC2=O)c1 (configuration not stated),-15%,24%,10%,-0.1%,2%,-3.3%,-7.9%,i,8%,
O=C(CSc1ncn[nH]1)NC1CCCc2ccccc21 (configuration not stated),-33%,-4%,-5%,0.8%,-44%,-1.0%,-2.6%,i,-3%,
CCCCCOC(=O)c1[nH]c2c(c1C)C(=O)CC(c1ccco1)C2 (configuration not stated),-19%,-2%,43%,-1.1%,-52%,18%,0.5%,i,-4%,
CC(C1CC1)N(Cc1ccccc1)C(=O)NC(=O)c1cccc(F)c1 (configuration not stated),-20%,-4%,-5%,-0.1%,-18%,-0.6%,-0.9%,i,-1%,
Cc1cc(/C=N/NC(=O)c2ccc(O)cc2)c(C)n1C1CC1,-18%,15%,23%,0.1%,17%,-1.1%,-2.6%,i,8%,
O=C(CSCc1cc(=O)n2nc(C3CC3)sc2n1)Nc1ccc(F)cc1,-19%,1%,-2%,-0.2%,-14%,-2.0%,2.6%,.,-4%,
O=C(/C=C/c1ccccc1)NC(NC(=S)Nc1cc(Cl)ccc1Cl)C(Cl)(Cl)Cl (configuration not stated),-8%,3%,-15%,1.1%,-4%,1.9%,6.3%,i,-6%,
Cc1ccc(NC(=O)OCc2cccs2)cc1,-68%,-73%,10%,-0.5%,-54%,-0.3%,-4.0%,.,.,
c1ccc(Cn2ncc3c(N4CCCCC4)ncnc32)cc1,-8%,5%,7%,-0.3%,33%,0.4%,-5.6%,i,-5%,
c1ccc(-c2csc(-c3ccc(-c4csnn4)cc3)n2)cc1,-9%,-13%,14%,1.4%,6%,0.5%,-0.5%,i,2%,
Brc1ccc(-c2nnc3sc(CNC4CCCC4)cn23)cc1,-34%,13%,34%,-0.2%,-8%,1.3%,-1.7%,i,1%,
COc1ccc(C)cc1NC(=O)c1cc2ccccc2cc1OCC(=O)NCc1ccco1,-4%,5%,8%,1.3%,-48%,-0.9%,0.4%,i,-2%,
Cc1ccc2cc(C3CC(c4cccs4)=NN3S(C)(=O)=O)c(Cl)nc2c1 (configuration not stated),0%,24%,12%,-1.0%,36%,0.0%,2.5%,i,-4%,
Cc1ccc(NC(=O)c2cccc(F)c2)cc1S(=O)(=O)N1CCCCCC1,-9%,2%,4%,-1.0%,-16%,2.2%,2.9%,i,-7%,
CCN1CCN(CC(=O)Nc2nc3ccc(C)cc3s2)CC1,-1%,11%,5%,0.3%,8%,-0.5%,-2.2%,.,-1%,
COc1ccc(OC)c(/C=c2\sc3nc(-c4cccs4)nn3c2=O)c1,14%,-2%,18%,1.2%,12%,61%*,-2.4%,i,?,
CC(=O)NCCc1ccc(S(=O)(=O)NCc2ccc3c(c2)OCO3)cc1,-13%,2%,-4%,-0.7%,-4%,0.4%,6.5%,i,-3%,
O=C(N/N=C/c1cccc2nccnc12)c1ccccc1O,6%,28%,-1%,-0.2%,33%,-2.4%,1.7%,i,6%,
SMILES,NOD1 NF-kB reporter,NOD2 inhibition,AID2073,West Nile virus CPE,KOR beta-arrestin-1,HIV fusion peptide,KOR beta-arrestin-2,Yfh1-off respiration,Dengue-2 NS5 capping,others
Cc1ccc(C(=O)n2nc(-c3cccnc3)nc2N)cc1,1%,7%,1%,0.5%,-4%,-2.1%,2.2%,i,-4%,
Cc1c2c(nc3nnnn13)CCCC2,-30%,2%,-10%,-0.1%,15%,0.5%,-0.6%,i,3%,
COC(=O)Cc1cnc(NC(=O)C2C3CCC(C3)C2C(=O)O)s1 (configuration not stated),.,6%,-8%,0.1%,9%,1.0%,-3.4%,i,-2%,
c1ccc(NC2=Nc3ccccc3CC2)cc1,-32%,-47%,2%,-0.3%,-33%,2.7%,0.9%,i,-4%,
Oc1c(Br)cc(/C=N/n2c(-c3ccccc3)n[nH]c2=S)c(O)c1Br,28%,-26%,-12%,0.2%,-3%,53%*,2.3%,.,.,
O=C(CSc1nnc(CN2CCOCC2)n1-c1ccc(Cl)cc1)Nc1ccc2c(c1)OCO2,1%,-4%,-13%,-0.5%,25%,1.2%,-7.0%,i,-9%,
Cc1nn(C(=O)N2CCCCC2)c(C)c1CN1C(=O)c2ccccc2C1=O,2%,-6%,-3%,1.3%,24%,-1.7%,-1.2%,i,2%,
Cc1onc(-c2ccccc2)c1NC(=O)N(CCC#N)Cc1ccccc1,1%,17%,-9%,0.1%,22%,-0.3%,-3.4%,i,.,
O=C(NCc1cccc(Cl)c1)c1ccc2nc(N3CCOCC3)sc2c1,-11%,8%,-2%,-0.6%,-37%[20 µM],1.4%,-0.3%,.,-5%,
COc1ccc(-c2nc3cccc(C)n3c2NCC2CCCO2)cc1O (configuration not stated),18%,-24%,47%,-0.2%,-21%[20 µM],7.8%,.,i,-4%,
O=C(Nc1ccc(C(F)(F)F)cc1)c1cccnc1N1CCOCC1,-3%,5%,1%,-0.6%,6%,-0.9%,1.1%,i,-4%,
O=C(CSc1ccc2nnc(-c3ccccn3)n2n1)Nc1ccc2c(c1)OCCO2,-11%,13%,4%,-0.4%,-5%,-0.1%,-3.7%,i,1%,
O=C(c1cccc(-c2ccc(O)cc2)c1)N1CCN(c2ccc(F)cc2)CC1,-23%,8%,3%,-0.4%,3%,-1.9%,-3.4%,i,-2%,
CC(C)(C)c1ccc(-c2csc(NNC3=NCCCCC3)n2)cc1,-81%,-3%,-8%,-1.2%,101%,-0.1%,1.4%,i,2%,
COC(=O)c1nnn(-c2ccsc2C(=O)OC)c1C(=O)OC,-41%,0%,15%,0.6%,0%,1.5%,-1.5%,i,-4%,

# An excerpt, so the mix of outcomes need not match the whole.
